D1 PAM: potentiators of human D1 dopamine receptor | P21728 | HEK293 TREx D1 cells, calcium flux, dopamine EC20 potentiation | potentiation, % at 10 µM | 360,000 compounds, 0.036% hits; in the data active = potentiation above about 30%; note: 0% is about no effect
RXFP1 agonist: agonists of human relaxin receptor RXFP1; Q9HBX9; HEK293T-RXFP1 cAMP TR-FRET, 30 min; response scale: percent of porcine relaxin response, buffer zero; Potency, µM (top dose mostly 57.5 µM), for the others: top-dose activation, hits mostly activators; 370,000 compounds, 0.3% hits; note: potency is the fitted concentration of half-maximal effect; % is set by controls: 0 for no effect and ±100 for the full control effect; nearly all actives have a fitted effect of over 60% in size; many of its hits are not listed in these tables
Target sequence (Q9HBX9 whole entry, looked up): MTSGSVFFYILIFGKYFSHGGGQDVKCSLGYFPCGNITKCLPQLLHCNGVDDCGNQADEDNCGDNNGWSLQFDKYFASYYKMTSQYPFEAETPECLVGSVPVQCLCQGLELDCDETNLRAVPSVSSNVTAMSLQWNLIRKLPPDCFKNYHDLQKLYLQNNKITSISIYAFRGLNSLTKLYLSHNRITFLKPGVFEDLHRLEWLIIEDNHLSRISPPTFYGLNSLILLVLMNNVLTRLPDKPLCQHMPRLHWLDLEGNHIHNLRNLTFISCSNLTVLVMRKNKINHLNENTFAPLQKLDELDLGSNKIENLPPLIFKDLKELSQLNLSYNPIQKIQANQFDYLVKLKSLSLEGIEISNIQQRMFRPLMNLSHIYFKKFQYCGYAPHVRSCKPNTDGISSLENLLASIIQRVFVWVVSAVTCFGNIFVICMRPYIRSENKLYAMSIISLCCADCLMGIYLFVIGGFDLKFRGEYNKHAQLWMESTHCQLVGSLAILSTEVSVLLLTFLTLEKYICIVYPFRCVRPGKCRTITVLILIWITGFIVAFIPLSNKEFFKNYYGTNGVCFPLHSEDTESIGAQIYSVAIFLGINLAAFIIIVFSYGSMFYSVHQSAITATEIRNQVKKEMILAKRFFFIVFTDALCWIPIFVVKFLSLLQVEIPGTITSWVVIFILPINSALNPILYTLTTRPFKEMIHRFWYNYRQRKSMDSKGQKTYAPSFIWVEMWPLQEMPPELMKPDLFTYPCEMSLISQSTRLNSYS
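HEK293T cells stably expressing RXFP1 were pretreated with the PDE4 inhibitor Ro 20174, exposed to compounds for 30 min at 37C, lysed, and cAMP was read by TR-FRET. Data normalized to buffer (basal) and 29 nM porcine relaxin (100%).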
Vif-APOBEC3G blk: blocks the Vif interaction with human APOBEC3G. Q9HC16. HeLa A3G-eYFP + Vif (tagged APOBEC3G with the HIV-1 protein that degrades it), YFP fluorescence, overnight. Potency, µM (highest dose often 46.1 µM), without a hit: top-dose activity, negative = active, usual class: inhibitors. 410,000 compounds, 0.076% hits;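 note: potency is the fitted concentration of half-maximal effect; % is set by controls: 0 for no effect and ±100 for the full control effect; nearly all actives have a fitted effect of over 60% in size; hits raise eYFP signal because A3G escapes Vif-driven loss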
Target sequence (Q9HC16 whole entry, looked up): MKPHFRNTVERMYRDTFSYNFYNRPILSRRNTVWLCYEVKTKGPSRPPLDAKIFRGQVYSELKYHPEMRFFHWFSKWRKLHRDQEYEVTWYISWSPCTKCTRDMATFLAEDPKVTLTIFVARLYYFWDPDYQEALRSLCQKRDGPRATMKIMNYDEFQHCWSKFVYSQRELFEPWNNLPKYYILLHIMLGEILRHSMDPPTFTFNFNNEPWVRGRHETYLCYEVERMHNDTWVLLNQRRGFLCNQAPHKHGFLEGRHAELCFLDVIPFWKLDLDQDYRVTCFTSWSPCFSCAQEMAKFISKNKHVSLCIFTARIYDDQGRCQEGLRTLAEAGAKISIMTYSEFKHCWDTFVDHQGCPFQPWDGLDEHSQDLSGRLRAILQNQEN
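Read-out is eYFP fluorescence (Ex 488/Em 500-530) from Vif-expressing HeLa A3G-eYFP cells; more signal means A3G escaped Vif-mediated degradation. Cells plated overnight, compound pinned in, incubated overnight at 37 deg C.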
D2 potentiator: positively modulates the human D2 dopamine receptor allosterically; 340,000 compounds, 0.34% hits; HEK293 T-REx D2, calcium flux, EC20 dopamine potentiation; potentiation, % at 10 µM;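 active = potentiation over 3 SD above the plate norm, cut at about 30% in these data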; note: 0% is about no effect
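Using a no-wash calcium dye in inducible, force-coupled HEK293 Trex cells expressing D2, we tracked fluorescence each second for 180 s after compound, then for 180 s after EC20 dopamine to detect augmented signalling.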
LDHA block: blocks human lactate dehydrogenase A | P00338 | purified LDHA, NADH/diaphorase-resazurin fluorescence; stronger effect = lower value | activity change, % (values are at about 110 or 230 µM) | 480,000 compounds, 0.15% hits; in the data active = activity change below about -30%; inconclusive = mostly about -25% to -30%;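 note: plate controls were DMSO wells for no effect and wells without enzyme for full effect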
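Remaining NADH was detected by diaphorase (0.133 mg/mL) converting 37 µM resazurin to fluorescent resorufin, read at 0 and 20 minutes. The preceding 5-minute room-temperature reaction used 2 nM LDHA, 0.2 mM sodium pyruvate and 0.06 mM NADH at pH 7.4.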
D1 agonist: human D1 receptor agonism. HEK293 T-REx D1 cells, calcium flux, agonist mode. 360,000 compounds, 1% hits. AID 504660. P21728. activation, % at 2 µM; in the data active = activation above about 30%; note: 0% is about no effect
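Agonism was scored from calcium flux recorded over 180 s (1 read/s) after pintool compound addition, following a 10-cycle baseline. Cells were inducible force-coupled HEK293 TREx D1, plated overnight at 30 C and loaded with no-wash calcium dye.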
D1 antag: human D1 dopamine receptor antagonism. 360,000 compounds, 3.2% hits. activity change, negative = inhibition, % at 10 µM. HEK293 TREx D1 cells, calcium flux, dopamine EC80; stronger effect = lower value; in the data active = activity change below about -30%; note: % is set by controls: 0 for no effect and ±100 for the full control effect
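Tetracycline-induced HEK293 T-REx cells with force-coupled D1 receptor were loaded with a no-wash calcium dye. Compound was added after a 10 s baseline and read kinetically for 180 s; EC80 dopamine was then added and calcium flux followed another 180 s.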
GRP78 ERSR act: inducers of ER stress response in human glioma cells; U87-MG GRP78 promoter luciferase reporter, 16 h; Potency, µM, for inactives: at the highest dose activation, hits mostly activators; 420,000 compounds, 0.02% hits; AID 602332; note: potency is the fitted concentration of half-maximal effect; series mostly up to about 76 µM; % of control where 0% means no effect; nearly all actives have a fitted effect of over 35% in size
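Stably transfected U87-MG glioma cells carrying a GRP78-based luciferase sensor; 16 h compound incubation. Luminescence end-point read 10 min after Bright-Glo addition at room temperature.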
Vif-APOBEC3F blk: blocks the Vif interaction with APOBEC3F; Potency, µM (series often up to 46.1 µM), without a hit: top-dose activity, negative = active; HeLa A3F-eYFP + Vif (tagged APOBEC3F with the HIV-1 protein that degrades it), YFP fluorescence increase; 390,000 compounds, 0.2% hits; note: potency is the fitted concentration of half-maximal effect; % of control where 0% means no effect; nearly all actives have a fitted effect of over 65% in size
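HeLa cells stably expressing A3F-eYFP plus Vif, plated and incubated overnight at 37 deg C, then exposed to compounds overnight at 37 deg C. Blocked degradation read as raised yellow fluorescence (Ex 488/Em 500-530).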
* marks the source's active call; other numbers are inactive results; ? = inconclusive; · = no result given; & = joins results of further samples. Unless noted, calls come from the whole dose curve; as a rule, active = well fitted curve in the direction sought with a large enough effect; inconclusive = small, poorly fitted or top-dose-only effect, or another doubt; inactive = no such curve, though single readings can be large; an effect the other way counts as inactive or inconclusive.

Every second line gives: D1 PAM	RXFP1 agonist	Vif-APOBEC3G blk	D2 potentiator	LDHA block	D1 agonist	D1 antag	GRP78 ERSR act	Vif-APOBEC3F blk
[1] COc1ccc2c(c1)-c1nc(NC(=O)c3cccs3)sc1CC2
→ -2	-2.5%	-11%	-8	5	3	-21	-4%	3%
[2] CC(C)(C)OC(=O)N1CCCC(C(=O)Nc2ccc(C(=O)NC3CC3)cc2)C1 (centres undefined)
→ ·	·	0%	·	0	·	·	-4%	4%
[3] CS(=O)(=O)NCCC1=CCCCC1
→ 0	1.4%	2%	16	10	-1	-29	-7%	4%
[4] COC(=O)C1CCCCN1C(=O)c1cc(COc2cccc3cnccc23)on1 (centres undefined)
→ -6	-0.8%	·	9	·	23	-43*	·	·
[5] COc1cccc2cc(-c3ccccc3)c(=O)oc12
→ -4	-1.6%	-5%	-2	2	-1	-31*	-1%	14%
[6] Cc1c[n+]([O-])cc(C)c1Oc1ccccc1
→ -8	-0.2%	7%	-18	2	1	-1	-4%	-5%
[7] CC(C)NC(=S)N1CCCN(c2ncccc2[N+](=O)[O-])CC1
→ -2	1.2%	0%	2	0	0	6	-5%	-1%
[8] Nc1ccc(S(=O)(=O)c2ccccc2)nc1
→ 1	0.6%	-1%	11	1	4	9	-7%	-1%
[9] O=C(c1cccc(F)c1)N1CCCc2ccccc21
→ -1	-0.1%	-4%	12	-1	0	-2	-2%	0%
[10] O=Cc1c(Cl)[nH]c(=O)n1-c1ccccc1
→ -2	3.3%	1%	3	-6	0	-15	-4%	-2%
[11] COc1ccc(NCC(=O)Nc2ccccc2C#N)cc1Cl
→ -1	-1.0%	4%	2	9	5	-8	-1%	-4%
[12] COc1ccc(NC(=O)c2ccc(S(=O)(=O)C(F)F)cc2)c(OC)c1
→ 3	-1.4%	1%	-3	-8	1	11	-3%	-3%
[13] C[C@@H]1CN([C@H](C)CO)S(=O)(=O)c2ccc(C#Cc3cccc(F)c3)cc2O[C@@H]1CN(C)C(=O)CN1CCOCC1
→ ·	·	-1%	·	0	·	·	-5%	1%
[14] CC(NC(=O)COc1ccc(/C=N/NS(=O)(=O)c2ccccc2)cc1)c1ccccc1 (centres undefined)
→ 1	3.8%	6%	0	-2	-1	5	-3%	-4%
[15] COc1ccc(-c2nnn(CC(=O)Nc3sc4c(c3C#N)CCCC4)n2)cc1
→ -8	2.1%	-1%	3	-17	1	9	-3%	-5%
[16] Cc1ccccc1NS(=O)(=O)c1ccc(C(=O)N2CCCCCCC2)cc1
→ -7	2.7%	0%	-6	-3	5	-8	-5%	4%
[17] O=C(OCC(=O)N1CCN(C(=O)COC(=O)c2ccc(O)cc2O)CC1)c1ccc(O)cc1O
→ -14	-0.8%	-1%	1	-2	3	-6	-5%	-1%
[18] Cc1c(N=Cc2ccco2)c(=O)n(-c2ccccc2)n1C
→ 2	-1.5%	0%	-4	-4	2	3	-1%	0%
[19] CC(/C=N/NC(=O)Cn1cnc2ccccc21)=C\c1ccccc1
→ -1	0.8%	0%	0	-6	6	6	7%	1%
[20] CCN1c2cc(C)ccc2-n2cccc2C12CCN(C(=O)Nc1cc(OC)c(OC)c(OC)c1)CC2
→ 1	0.3%	4%	-6	5&3	1	9	-2%	8%
[21] COc1cccc(CN(C)CC(=O)Nc2sc3c(c2C#N)CCC3)c1OC
→ -3	1.5%	2%	-1	-2	8	-4	-3%	0%
[22] Cc1cc(C)c[n+](CC(=O)c2ccc(C)c([N+](=O)[O-])c2)c1
→ -2	-0.2%	0%	3	-1	3	6	-2%	-9%
[23] CC(=NNC(=O)COc1cccc(C)c1)c1cccnc1
→ ·	·	-1%	·	-2	·	·	-1%	2%
[24] COc1ccc(C(c2oc(CO)cc(=O)c2O)c2oc(CO)cc(=O)c2O)cc1OC
→ 2	-2.6%	-2%	-3	1	3	6	0%	-11%
[25] COc1ccccc1N1C(=O)CC1(C#N)c1ccc(OCc2ccccc2)cc1 (centres undefined)
→ -4	4.5%	2%	1	-2	18	8	-3%	9%
[26] Cc1c(C=O)c2cc(OCc3ccccc3)ccc2n1C
→ -5	1.2%	2%	5	-6	0	15	7%	6%
[27] CC(C)[C@H](NC(=O)c1ccccc1)C(=O)OCC(=O)NCc1ccc2c(c1)OCO2
→ ·	·	-1%	·	-4	·	·	-5%	-27%
[28] CCOC(=O)CC(=O)CSc1nc2c(c(-c3cccs3)c1C#N)CCC2
→ 4	13%	0%	-8	-16	6	1	-3%	2%
[29] CCOC(=O)CCN(c1ccccc1)S(=O)(=O)c1cc(-c2cc(C)no2)ccc1C
→ -4	-0.3%	0%	0	-1	10	-6	-3%	0%
[30] Cc1ccc(N2CC(C)Cn3c2nc2c3c(=O)n(CC(=O)OCc3ccccc3)c(=O)n2C)cc1C (centres undefined)
→ -3	0.5%	3%	8	-1	-3	-3	-3%	-1%

Among those listed so far, these have a halogen:
Every second line gives: D1 PAM	RXFP1 agonist	Vif-APOBEC3G blk	D2 potentiator	LDHA block	D1 agonist	D1 antag	GRP78 ERSR act	Vif-APOBEC3F blk
[9] O=C(c1cccc(F)c1)N1CCCc2ccccc21
→ -1	-0.1%	-4%	12	-1	0	-2	-2%	0%
[10] O=Cc1c(Cl)[nH]c(=O)n1-c1ccccc1
→ -2	3.3%	1%	3	-6	0	-15	-4%	-2%
[11] COc1ccc(NCC(=O)Nc2ccccc2C#N)cc1Cl
→ -1	-1.0%	4%	2	9	5	-8	-1%	-4%
[12] COc1ccc(NC(=O)c2ccc(S(=O)(=O)C(F)F)cc2)c(OC)c1
→ 3	-1.4%	1%	-3	-8	1	11	-3%	-3%
[13] C[C@@H]1CN([C@H](C)CO)S(=O)(=O)c2ccc(C#Cc3cccc(F)c3)cc2O[C@@H]1CN(C)C(=O)CN1CCOCC1
→ ·	·	-1%	·	0	·	·	-5%	1%

Nos. 1 to 2, reprinted for reference:
Every second line gives: D1 PAM	RXFP1 agonist	Vif-APOBEC3G blk	D2 potentiator	LDHA block	D1 agonist	D1 antag	GRP78 ERSR act	Vif-APOBEC3F blk
[1] COc1ccc2c(c1)-c1nc(NC(=O)c3cccs3)sc1CC2
→ -2	-2.5%	-11%	-8	5	3	-21	-4%	3%
[2] CC(C)(C)OC(=O)N1CCCC(C(=O)Nc2ccc(C(=O)NC3CC3)cc2)C1 (centres undefined)
→ ·	·	0%	·	0	·	·	-4%	4%

More compounds:
Every second line gives: D1 PAM	RXFP1 agonist	Vif-APOBEC3G blk	D2 potentiator	LDHA block	D1 agonist	D1 antag	GRP78 ERSR act	Vif-APOBEC3F blk
[31] CCOc1ccc(N2CC(C)Cn3c2nc2c3c(=O)n(Cc3c(F)cccc3Cl)c(=O)n2C)cc1 (centres undefined)
→ 1	3.0%	1%	-3	-4	3	-2	-4%	0%
[32] O=C1CCNc2cc3ccccc3cc21
→ -3	1.9%	-25%	28	26	13	4	3%	1%
[33] CC(=O)c1ccc(S(=O)(=O)N2CCC3(CC2)CC(=O)c2ccccc2O3)cc1
→ -7	0.8%	-4%	-7	-10	1	-1	-2%	-2%
[34] CCc1nc(Sc2nnnn2-c2ccccc2)c2c3c(sc2n1)CCCC3
→ 0	1.7%	1%	19	-4	1	8	-5%	2%
[35] CCCOC(=O)CCNc1n[nH]c(=O)[nH]c1=O
→ 6	1.5%	0%	4	-7	6	-6	0%	-1%
[36] CN(Cc1ccccc1)c1cc(Cl)nc(N)n1
→ -2	-1.9%	1%	18	-2	2	1	-1%	?
[37] O=C(NCCCl)C1Cc2c(ccc3ccccc23)O1 (centres undefined)
→ -13	2.2%	0%	-1	-1	4	-3	0%	1%
[38] C[C@@H](NCCCn1cnc2c(OCc3ccccc3)ncnc21)c1cccc2ccccc12
→ ·	·	-5%	·	3	·	·	-4%	4%
[39] COc1ccc(-c2cc(C(=O)Nc3cc(C)ccc3O)no2)cc1
→ 1	2.3%	-1%	5	-6	3	9	5%	0%
[40] COc1ccsc1C(=O)Nc1ccc(F)cc1F
→ -6	3.9%	1%	-4	-2	0	-4	9%	0%
[41] Cc1ccn(-c2cccc(-n3ccc(C)n3)n2)n1
→ -2	-3.4%	2%	-1	0	2	30	8%	-23%
[42] CCN(Cc1ccccc1)S(=O)(=O)c1csc(C(N)=O)c1
→ -3	1.2%	4%	-11	-3	3	14	-4%	2%
[43] COc1cccc(-n2c(SCC(=O)N3c4ccccc4CC3C)nnc2-c2ccco2)c1 (centres undefined)
→ 2	-0.3%	-3%	-11	-1	3	11	-3%	7%
[44] O=C(CCNC(=O)c1ccccc1Cl)NCCc1ccc(C(F)(F)F)cc1
→ -10	1.8%	-4%	-14	-5	2	-1	-2%	-19%
[45] O=C1CC(c2ccc(F)cc2)Cc2nc(N3CCOCC3)ncc21 (centres undefined)
→ -1	-2.9%	2%	1	-5	5	-13	-7%	1%
[46] CN(C)C1=NC[C@H](Cc2ccccc2)N1CCCCc1ccccc1
→ -5	-0.6%	-1%	-11	-15	2	-2	-2%	0%
[47] COc1ccc(N2C(=O)[C@@H]3[C@H](C2=O)[C@H](C(C)=O)N2c4ccccc4C=C[C@@H]32)cc1
→ -8	6.3%	6%	-5	9	1	0	-4%	-11%
[48] CCC(C)(C)n1nnnc1CN1CCN(c2ccc(OC)cc2)CC1
→ 1	1.2%	0%	-7	5	5	-1	-7%	1%
[49] CCCCc1nc(NCC2CCCO2)c(C#N)c2c1COC(C)(C)C2 (centres undefined)
→ -3	-1.9%	3%	4	0	0	0	0%	1%
[50] O=C(Cc1ccc(Br)cc1)NNC(=O)Nc1ccc(Cl)cc1
→ -2	2.5%	-10%	-4	-2	2	13	-6%	-3%
[51] Cc1ccc(C)c(CN2C(=O)c3ccccc3S(=O)(=O)c3ccc(C(=O)NCCCN4CCCC(C)C4)cc32)c1 (centres undefined)
→ -3	0.0%	·	-14	-3	20	-1	·	·

D1 antag: entries above that show a hit
no. | mol | D1 PAM | Vif-APOBEC3G blk | D2 potentiator | LDHA block | D1 agonist | D1 antag | GRP78 ERSR act | Vif-APOBEC3F blk
4 | COC(=O)C1CCCCN1C(=O)c1cc(COc2cccc3cnccc23)on1 (centres undefined) | -6 | · | 9 | · | 23 | -43* | · | ·
5 | COc1cccc2cc(-c3ccccc3)c(=O)oc12 | -4 | -5% | -2 | 2 | -1 | -31* | -1% | 14%

An excerpt; rates above refer to the full screens.
